# Source: PubChem BioAssay
# GLD-1 RNA inh: GLD-1-TGE RNA interaction inhibition (C. elegans) | purified GLD-1 + fluorescein TGE RNA, fluorescence polarization | inhibition, % at 5.96 µM | hit rate 0.44% among 320,000 | AID 2280;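 active = percent inhibition above a per-plate cutoff, the plate mean of test compounds plus 3 SD, cut at about 30% in these data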;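 also: 0% = DMSO wells with GLD-1 and probe and 100% = wells lacking GLD-1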
# Target sequence (Q17339 whole entry, looked up): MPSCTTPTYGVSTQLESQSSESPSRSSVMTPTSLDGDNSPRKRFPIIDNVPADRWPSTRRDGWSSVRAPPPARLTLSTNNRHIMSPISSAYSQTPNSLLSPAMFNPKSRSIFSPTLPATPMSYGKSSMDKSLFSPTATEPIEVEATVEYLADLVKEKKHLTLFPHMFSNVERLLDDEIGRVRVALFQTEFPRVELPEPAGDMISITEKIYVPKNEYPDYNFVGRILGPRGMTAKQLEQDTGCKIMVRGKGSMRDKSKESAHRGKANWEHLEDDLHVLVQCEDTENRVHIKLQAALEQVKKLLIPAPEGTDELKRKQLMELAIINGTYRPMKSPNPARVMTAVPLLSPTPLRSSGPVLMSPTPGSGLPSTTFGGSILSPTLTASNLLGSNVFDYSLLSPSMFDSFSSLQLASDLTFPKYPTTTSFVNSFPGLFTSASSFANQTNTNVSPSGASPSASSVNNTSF
# GRK2 inh: inhibitors of human GRK2 displacing RNA aptamer | inhibition of aptamer binding, % at 10 µM | bead flow cytometry, FAM-aptamer displacement from GRK2 | AID 488847 | hit rate 0.59% among 330,000 | P25098;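 active = inhibition of aptamer binding above 40%, roughly 3 SD of noise, on plates passing a quality check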;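 also: median bead fluorescence of bound FAM aptamer so fluorescent compounds give negative values; no value below 0 was filed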
# AGP1-GFP MLPCN: yeast TOR pathway AGP1-GFP modulation. S. cerevisiae AGP1-GFP multiplex flow cytometry, 3 h; GFP as percent of DMSO wells. GFP response vs DMSO, % at 10 µM. hit rate 0.02% among 320,000;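 active = GFP response relative to DMSO above a set limit, near screen average plus 3 SD, cut at about 150% in these data; inconclusive = fewer than 70 cells counted for the yeast strain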;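 also: median GFP channel fluorescence of the gated AGP1 strain per well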
# Fam108B inh: counter-screen for RBBP9 inhibitors: inhibitors of mouse Fam108B | recombinant Fam108B, FP-Rh probe fluorescence polarization | AID 1947 | hit rate 0.33% among 300,000 | inhibition, % at 9.51 µM;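 active = inhibition above the screen mean inhibition plus 3 SD, computed separately per campaign, cut at about 18% in these data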;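 also: inhibitors lower polarization as less probe binds the enzyme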
# MCL1-BIM inh: disrupts human MCL1 binding to BIM-BH3 peptide; hit rate 0.68% among 320,000; Q07820; inhibition, % at 10.9 µM; GST-MCL1 / FITC-Bim-BH3 fluorescence polarization; AID 2057;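 active = inhibition above the mean inhibition of all tested compounds plus 3 SD, set per campaign, cut at about 40% in these data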;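 also: 0% = DMSO wells and 100% = unlabeled Bim-BH3 peptide control; higher means more loss of mP so more displacement of Bim peptide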
# Target sequence (Q07820 whole entry, looked up): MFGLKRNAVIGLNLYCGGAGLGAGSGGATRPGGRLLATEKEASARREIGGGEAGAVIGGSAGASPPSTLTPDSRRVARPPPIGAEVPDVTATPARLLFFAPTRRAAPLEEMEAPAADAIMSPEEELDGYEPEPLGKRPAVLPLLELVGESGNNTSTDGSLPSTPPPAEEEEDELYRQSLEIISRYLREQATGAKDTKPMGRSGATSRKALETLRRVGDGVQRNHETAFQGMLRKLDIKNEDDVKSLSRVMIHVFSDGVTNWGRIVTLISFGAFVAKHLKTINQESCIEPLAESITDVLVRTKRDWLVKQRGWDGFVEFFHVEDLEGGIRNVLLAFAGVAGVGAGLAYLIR
# VLA-4 inh: inhibition in a human VLA-4 binding assay; VLA-4 expressing cells, ligand binding flow cytometry; inhibition, % (about 7 µM as worked out from the volumes in the protocol); hit rate 0.2% among 330,000; AID 2557; in the data active = inhibition above about 50%
# CIT2 TOR yeast: alters CIT2-GFP fluorescence in TOR pathway yeast screen. GFP response vs DMSO, % at 10 µM. AID 2029. hit rate 0.065% among 320,000. S. cerevisiae CIT2-GFP strain, flow cytometry, 3 h; 100 means same as DMSO wells;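 active = GFP response relative to DMSO above a set limit, near the screen mean plus 3 SD, cut at about 150% in these data; inconclusive = Fewer than 70 cells measured for a yeast strain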;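 also: ratio of well median GFP fluorescence to mean of DMSO wells on the plate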
# MEX-5 binding: C. elegans MEX-5 TCR-2 RNA binding activity; Q9XUB2; MEX-5/FITC-TCR2 RNA binding, fluorescence polarization; active compounds read low; activity score (negative = inhibition of binding), % at 10 µM; hit rate 0.38% among 300,000; AID 1832;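 active = inhibition past about -25% in most replicates, and total fluorescence under double the plate's negative control median, limit read from the data; inconclusive = replicates evenly split on the limit, or fluorescence at least double controls; inactive = too little inhibition in most replicates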;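 also: 0% = DMSO and -100% = 5 µM competing unlabeled TCR2 RNA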
# BCLXL inh: inhibitors of human Bcl-xL | GST-Bcl-xL / FITC-Bim BH3 peptide fluorescence polarization | hit rate 0.7% among 320,000 | inhibition, % at 10.9 µM | Q07817 | AID 2129;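 active = inhibition above the mean of all tested compounds plus 3 SD, cutoff set per campaign, cut at about 30% in these data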;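 also: 0% = DMSO wells and 100% = unlabeled Bim-BH3 peptide competitor; inhibitors lower millipolarization by displacing the labeled peptide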
# Target sequence (Q07817 whole entry, looked up): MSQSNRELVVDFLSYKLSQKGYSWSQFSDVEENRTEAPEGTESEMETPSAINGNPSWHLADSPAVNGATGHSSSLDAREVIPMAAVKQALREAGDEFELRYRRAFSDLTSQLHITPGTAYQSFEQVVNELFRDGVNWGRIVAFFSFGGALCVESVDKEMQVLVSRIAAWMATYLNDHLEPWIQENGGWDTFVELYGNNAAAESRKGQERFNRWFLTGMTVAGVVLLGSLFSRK
# Active calls of the source: *; ? = inconclusive; · = not tested or not shown.
# The line under a structure holds: GLD-1 RNA inh	GRK2 inh	AGP1-GFP MLPCN	Fam108B inh	MCL1-BIM inh	VLA-4 inh	CIT2 TOR yeast	MEX-5 binding	BCLXL inh
Cc1ccc(S(=O)(=O)N(CC(=O)N=Nc2c(O)[nH]c3ccccc23)c2cccc(C)c2)cc1
 : 10	3	88	-15	10	2	89	2.2	7
C=CCOC(=O)C1=C(C)OC(N)=C(C#N)C1c1ccc(F)cc1 (centres undefined)
 : 9	0	92	2	-7	0	88	2.7	1
CC(C)Sc1nc(N2CCOCC2)c2c(c1C#N)CC(C)(C)N(C)C2
 : 39*	1	104	5	50*	2	107	-1.2	50*
C/C(CC(=O)Nc1cccc(C(F)(F)F)c1)=N/NC(=O)C(=O)NCCO
 : -4	0	101	2	15	19	93	1.6	7
O=C(CNC(=O)c1ccc(Cl)cc1Cl)OCCCn1c(=O)[nH]c2ccccc21
 : 2	3	109	-1	0	10	91	0.6	5
CCn1c(SCC(=O)Nc2ccc(C)cc2)nc(O)cc1=O
 : 3	0	109	1	1	5	99	·	-1
COc1ccc(Nc2nc3ccccc3nc2NS(=O)(=O)c2cccs2)c(OC)c1
 : 4	0	102	23*	11	-16	93	-40*	4
CC(C)(C)c1ccc(/C=N/N2CCN(c3ccccn3)CC2)cc1
 : 4	1	106	-1	1	-7	107	0.9	-1
Cc1cccc(-n2ncc3c2CCCC3NC(=O)CN2CCCC2=O)c1C (centres undefined)
 : -4	0	89	9	3	-119	88	-4.1	6
O=C(CCc1nc(-c2ccccc2)c(-c2ccccc2)o1)OCc1ccc(Cl)cc1
 : 8	2	94	-2	-6	1	95	-1.0	4
CCCN1C2CCCC1CC(NC(=S)Nc1cccc(C)c1)C2 (centres undefined)
 : 5	0	95	-1	5	-2	99	3.5	8
O=C1CCCN1CCCNC(=S)Nc1ccc(Nc2ccccc2)cc1
 : -4	40	110	-1	3	1	107	0.1	0
CS(=O)(=O)c1ccccc1C(=O)Nc1ccc2sccc2c1
 : 0	2	104	1	-1	21	96	-1.3	8
COc1ccc(CNS(=O)(=O)c2cc(OCC(N)=O)c(C)cc2Cl)cc1
 : -5	0	88	0	1	1	·	-0.3	5
COc1ccc(CC(=O)c2c(O)cc(O)cc2O)cc1OC
 : 3	4	103	3	3	3	99	0.0	5
CCC(C)NC(=O)Cc1cn(C)c2ccccc12 (centres undefined)
 : -5	27	103	-1	3	32	97	1.7	-1
CCCCNC(=O)[C@@H]1CCCN1S(=O)(=O)c1cccc2cccnc12
 : 3	2	83	1	4	6	76	·	6
COc1ccc(Oc2nc(C)cc(C)c2C#N)cc1
 : -1	1	96	0	-7	-13	92	0.8	-3
O=C1OC(c2ccccc2)/C(=C(/O)c2ccc(Cl)cc2)C1=O (centres undefined)
 : -1	0	107	0	4	10	115	-0.5	-1
O=C(O)c1ccc(NC(=S)NC2CCCCC2)cc1
 : 1	1	108	-3	11	9	108	0.5	4
Cc1oc(-c2ccc(Cl)cc2)nc1CS(=O)CC(=O)NCCN1CCCC1 (centres undefined)
 : -1	1	111	6	7	22	111	0.1	6
NS(=O)(=O)c1ccc(NS(=O)(=O)c2ccc(NC(=O)C3CC3)cc2)cc1
 : -6	3	98	4	-7	23	96	-1.6	-2
Cc1nn(CC(=O)N2CCN(c3ccccn3)CC2)c(=O)c2cc3sccc3n12
 : 2	1	99	-1	3	7	96	-1.2	5
COc1ccccc1N(C(=O)c1ccncc1)c1nc(-c2ccc([N+](=O)[O-])cc2)cs1
 : 3	3	104	-4	-6	-4	96	1.2	-1
CCN(CC)CC(=O)NN=C(c1ccccc1)c1ccccc1
 : 4	1	104	-6	2	-100	128	2.2	8
Cc1ccc(C(C)C)c(OCC(=O)OCC(=O)c2c(N)n(C)c(=O)n(C)c2=O)c1
 : 6	0	92	·	2	-15	95	·	3
CCn1nc(C)c(CNC(=O)CC2C(=O)NCCN2Cc2ccc(C)o2)c1C (centres undefined)
 : -1	6	102	0	4	-10	105	-3.3	8
O=C(COc1ccccc1[N+](=O)[O-])OCC(=O)c1ccc(Br)s1
 : -7	6	100	·	·	0	96	·	·
Cc1ccc(/C=N/Nc2ncc(Cl)cc2Cl)s1
 : 10	1	86	-2	1	12	91	-0.1	6
CC(CN1CCNCC1)(NS(=O)(=O)c1ccccc1)c1ccccc1 (centres undefined)
 : -3	2	103	2	3	6	97	1.0	4
Cc1nc2ccc(S(=O)(=O)NCC(=O)Nc3ccc(F)cc3)cc2s1
 : -13	5	100	3	-4	2	103	0.7	-1
COc1cccc(-c2nc(Cc3ccc(OC)c(OC)c3)no2)c1
 : 5	1	101	1	4	7	94	0.6	2
COc1ccc(CC2(C)OC(c3ccc(Cl)cc3)=NN2C(C)=O)cc1 (centres undefined)
 : 1	0	?	6	4	-3	?	0.0	2
COc1ccc(C2=NO[C@@H]3C(=O)N(C4CCCCC4)C(=O)[C@H]23)cc1OC
 : 6	2	90	1	1	26	·	-0.8	3
CCOC(=O)c1ccc(COC(=O)c2ccc3c(c2)-c2ccccc2C3=O)cc1
 : 5	0	97	-2	7	7	101	-7.8	0
Cc1ccc(N(C)S(=O)(=O)c2ccc(-c3ccc(=O)[nH]n3)s2)cc1C
 : -5	3	101	-4	3	5	98	-3.0	3
CCNc1nc(NCC)nc(N/N=C/c2ccc([N+](=O)[O-])o2)n1
 : 2	30	97	6	7	-7	104	-0.6	7
CCCC1S/C(=N/N=C/c2ccco2)NC1=O (centres undefined)
 : -5	1	105	1	-1	8	109	-1.5	5
O=C(CSc1ncnc2sccc12)NC1CCS(=O)(=O)C1 (centres undefined)
 : -7	0	100	·	·	6	106	·	·
CC1O[C@@H](O[C@H](C)CC[C@@H](C)O[C@H]2OC(C)[C@@H](O)C[C@H]2O)C(O)C[C@H]1O (some centres undefined)
 : 3	1	91	-3	7	-4	90	-1.4	4
COC(=O)C1=C(C(=O)OC)SC2(S1)C(C(=O)OC)=C(C(=O)OC)SC1=C2c2cccc(C)c2NC1(C)C
 : 6	4	95	1	2	19	96	-3.9	4
Cc1ccccc1OCC(=O)NNC(=O)Cc1ccc(S(=O)(=O)N2CCOCC2)s1
 : 3	0	105	1	-3	-9	100	2.6	5
CCCCNC(=O)CSc1nc2cc3c(cc2c(=O)n1CCCN(CC)CC)OCO3
 : 1	1	82	2	6	26	82	-2.2	1
CN(Cc1ccon1)C(=O)CC1C(=O)NCCN1CC1CCCCC1 (centres undefined)
 : 5	1	99	2	13	10	102	-4.2	11
CCN1CN(Cc2ccco2)CNC1=S
 : 5	1	106	-6	8	14	104	1.3	1
Cc1ccc(S[C@@H](CCN2CC[C@H](O)CCC2=O)c2ccccc2)cc1
 : 0	0	103	3	2	21	102	-1.3	1
O=C(O)Cc1sc(Nc2ccccc2)nc1-c1cccs1
 : -3	0	96	-11	-12	-83	91	0.2	9
CCN1/C(=C/C(=O)c2ccco2)Sc2ccccc21
 : 6	0	92	-1	4	-11	88	-7.8	7
COc1cccc(CNC(=O)CCC2CCCN(C(=O)c3cc(C)on3)C2)c1 (centres undefined)
 : 9	3	102	-3	-2	-2	92	-0.5	2
O=C(CCn1cccc1)Nc1ccc(OC(F)(F)F)cc1
 : -1	1	94	-1	-8	14	92	1.5	-11
NC(=O)CSc1ccc(-c2ccc(F)cc2)nn1
 : 4	0	81	3	3	24	96	3.9	-2
COc1cccc(C(=O)COC(=O)CCC(=O)NC2CCCCC2)c1
 : -2	1	93	4	1	-4	101	1.3	0
CCS(=O)(=O)N1Cc2ccccc2CC1C(=O)N1CCN(c2cccc(C)c2C)CC1 (centres undefined)
 : 5	1	110	-1	-6	2	·	-1.9	-8
O=C(O)C1CC=C(Cl)CC1C(=O)NC1CCCCC1 (centres undefined)
 : 4	0	85	-4	3	2	94	-0.6	-1
COCCNc1nc(-c2ccccc2)nc2c1oc1ccccc12
 : 5	2	89	-2	-4	3	86	-0.4	2
Cc1ccc2cn[nH]c2c1[N+](=O)[O-]
 : -7	0	99	3	6	7	96	-0.7	-1
CCc1noc(C)c1C(=O)Nc1cc(Cl)ccc1N1CCCC1
 : -1	4	99	3	-3	-5	91	0.6	4
COc1ccc(-c2nc3ccc(N4CCCC4)cc3c(=O)[nH]2)cc1OC
 : -3	0	103	5	6	-10	108	1.0	0
Cn1c(CSc2nnc(SCc3ccccc3)s2)nc2ccccc21
 : 7	0	100	0	-4	-2	98	-0.5	-10
COc1ccccc1C1C(C(C)=O)=C(C)N=c2s/c(=C\c3cc(OC)c(OC)c(OC)c3)c(=O)n21 (centres undefined)
 : -2	0	98	-1	-5	4	98	?	3

# (next part)
# The line under a structure holds: GLD-1 RNA inh	GRK2 inh	AGP1-GFP MLPCN	Fam108B inh	MCL1-BIM inh	VLA-4 inh	CIT2 TOR yeast	MEX-5 binding	BCLXL inh
CCCN(CCC)CCNC(=O)c1cc2c(C)nc3ccccc3c2o1
 : 2	0	89	-2	-6	-1	100	1.3	2
O=C(CCC(=O)c1cccs1)OCC(=O)c1ccc(F)cc1
 : 4	0	101	·	·	-5	102	·	·
COc1cc(/C=C/C(=O)Nc2nc3ccc(S(=O)(=O)NC(C)C)cc3s2)cc(OC)c1OC
 : 5	1	99	-16	3	10	96	2.4	3
CCOC(=O)c1cc(=O)c2ccc(OCc3ccccc3)cc2o1
 : 5	6	104	0	-10	4	95	-0.3	-4
O=C(NCc1ccc(Cl)cc1)c1cccc(S(=O)(=O)N2CCCC2)c1
 : 7	0	103	·	-25	-18	100	·	-5
CC(C)CNc1oc(-c2ccco2)nc1C#N
 : 4	2	97	6	1	-19	100	-1.8	4
COc1cccc(NC(=O)c2nnn(Cc3ccc(Br)cc3F)c2N)c1
 : 13	1	98	-2	-4	5	100	-1.9	1
O=C1c2ccccc2C(=O)N1CCCC(=O)N1CCCc2ccccc21
 : -3	6	98	-2	2	0	99	·	6
CC(CNC(=O)CCS(=O)(=O)c1cc2c(cc1Cl)NC(=O)CO2)c1ccccc1 (centres undefined)
 : 5	2	108	3	5	-4	118	-2.2	5
Clc1nc2c(ccc3ccccc32)[nH]1
 : 1	0	101	0	4	12	97	1.6	2
O=C(NCc1ccccc1F)C(c1ccccc1)c1ccccc1
 : 4	1	106	-3	-1	13	100	-2.0	4
Cc1ccccc1CSCC(=O)NNC(=S)NCC1CCCO1 (centres undefined)
 : ·	0	104	·	·	13	112	1.0	·
COC(=O)CN1C(=O)C2(C(C#N)=C(N)Oc3cc(C)oc(=O)c32)c2ccccc21 (centres undefined)
 : 6	0	95	0	3	7	·	0.7	5
CN(C)/C=C/C(=O)c1cnc(-c2ccc(Cl)cc2)s1
 : 2	2	32	-2	-6	1	92	0.8	-5
Cc1ccc(-c2nn(CC(=O)NCc3cc(-c4nn(C)c(=O)c5ccccc45)ccc3C)c(=O)c3ccccc23)cc1
 : 2	0	98	-1	3	2	97	-0.1	7
N#Cc1cc(-c2ccccc2)nnc1Sc1ccccc1
 : -6	0	91	-7	-2	1	89	-0.8	1
N#CCc1ccc(NC(=O)Cn2c(=O)oc3ccccc32)cc1
 : -3	1	103	2	1	14	104	4.3	2
COc1ccc(Cl)cc1NC(=O)CN(C(=O)c1ccco1)C1CCCCC1
 : -6	3	98	2	1	10	90	3.0	-4
O=C(C1CCCO1)N1CCN(S(=O)(=O)c2ccc(Br)cc2)CC1 (centres undefined)
 : -4	2	103	-1	-1	-1	100	-0.9	1
